Screens as filed in PubChem.
USP2a inh = qHTS Assay for Inhibitors of Ubiquitin-specific Protease USP2a Using CHOP2 as the Reporter | Ubiquitin carboxyl-terminal hydrolase 2 (Homo sapiens), O75604 | USP2 core, Ub-CHOP2 coupled fluorogenic reporter, 485/531 | Potency, µM (highest dose often 38.3 µM), for the others: at the top dose activity change, negative = inhibition, hits mostly inhibitors | 330,000 compounds, 0.01% hits | AID 463254, 2010;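 note: potency is the fitted concentration of half-maximal effect; plate controls were DMSO wells for no effect and full inhibition by NEM control for full effect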
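USP2 core (10nM final) preincubated 30min RT with compound in 20mM Tris-HCl pH 8.0, 2mM CaCl2, 2mM beta-mercaptoethanol, 0.05% CHAPS; 25nM Ub-CHOP2 plus 25nM reporter substrate added, fluorescence (Ex485/Em531) read after 60min.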
hERG WT inh = qHTS for Inhibitors of KCHN2 3.1: Wildtype qHTS; U2OS, BacMam KCNH2, thallium flux FluxOr; active compounds read low; 340,000 compounds, 0.37% hits; activity change, % at 1.84 µM; AID 720551, 2013; Voltage-gated inwardly rectifying potassium channel KCNH2 (Homo sapiens), Q12809;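 active = maximum activity change below -70%; inconclusive = maximum activity change between -70% and -50%; inactive = maximum activity change above -50%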; note: % is set by controls: 0 for no effect and ±100 for the full control effect
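U2OS cells were transduced with wild-type KCNH2 virus (2.03 x 10^8 / mL) for 4 h at room temperature, then cultured overnight at 37 C. Thallium flux was read with FluxOr dye. Rate constants were normalized to DMSO controls.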
MBNL1-CUG inh = qHTS Assay for Inhibitors of MBNL1-poly(CUG) RNA binding; Muscleblind-like protein 1 (Homo sapiens), Q9NR56; TR-FRET MBNL1-His/biotin-(CUG)12 binding, 665/545 ratio; Potency, µM (series often up to 57.5 µM), inactives show top-dose activity change, negative = inhibition, most hits filed as inhibitors; 280,000 compounds, 0.036% hits; active = well fitted inhibition curve with a large enough effect in the signal ratio, with a control signal flat, not every such curve was filed as active; inconclusive = small, poorly fitted or top-dose-only effect, or effect the other way, or a change in a side signal; inactive = no such curve, though single readings can be large or run the other way; the % refers to the signal ratio; note: potency is the fitted concentration of half-maximal effect; % is set by controls: 0 for no effect and ±100 for the full control effect
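Compound titration spanned 92 nM–58 uM against the MBNL1-His/biotin-(CUG)12 complex. After 60 min at room temperature with 5 nM streptavidin-XL665 and 0.055 ng/ul terbium anti-His, ratiometric 665/545 nm emission (Ex 340 nm) normalized to controls.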
BCR signal inh = qHTS Assay to Find Inhibitors of Chronic Active B-Cell Receptor Signaling; ABC-DLBCL IkBa-CBG/CBR reporter, luminescence ratio, 4 h; Potency, µM (highest dose often 46.1 µM), without a hit: top-dose ratio change, negative = lower green/red ratio, usual class: inhibitors; 340,000 compounds, 0.05% hits; active = well fitted inhibition curve with a large enough effect in the signal ratio, with a control signal flat, not every such curve was filed as active; inconclusive = small, poorly fitted or top-dose-only effect, or effect the other way, or a change in a side signal; the % refers to the signal ratio;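 note: potency is the fitted concentration of half-maximal effect; plate controls were basal doxycycline-induced cells for no effect and cells given 10 µM MG132 for full effect; MG132 reads +100%, hits lower the ratio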
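TMD8 human ABC-DLBCL cells with doxycycline-inducible IκBα–green luciferase fusion and unfused red luciferase, in 0.5% FBS medium; compounds up to 46 uM, 4 h at 37C. Green/red luminescence ratio, filter-overlap corrected, fitted to concentration-response curves.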
PKM2 activator = qHTS Assay for Activators of Human Muscle isoform 2 Pyruvate Kinase; Potency, µM (doses to about 57.5 µM), for inactives: top-dose activation, usual class: activators; purified PKM2, Kinase-Glo ATP luminescence, activation; response scale: 0% is enzyme alone, no compound; Pyruvate kinase PKM (Homo sapiens), P14618; 260,000 compounds, 0.34% hits; AID 1631, 2009; note: potency is the fitted concentration of half-maximal effect; % is set by controls: 0 for no effect and ±100 for the full control effect; nearly all actives have a fitted effect of over 55% in size
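hPK-M2, >95% pure; 0.1 mM ADP / 0.5 mM PEP final; imidazole pH7.2 buffer w/ 7 mM MgCl2, 50 mM KCl; 1 h RT; Kinase-Glo lum. Intermediate enzyme activity for dual inhibitor/activator qHTS.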
Eya2 phos inh = qHTS Assay for Inhibitors of the Phosphatase Activity of Eya2; recombinant Eya2, OMFP fluorescence dephosphorylation (OMFP is methylfluorescein phosphate); 330,000 compounds, 0.006% hits; Protein phosphatase EYA2 (Homo sapiens), O00167; Potency, µM (series often up to 76.9 µM), for the others: at the highest dose activity, negative = inhibition, most hits filed as inhibitors; note: potency is the fitted concentration of half-maximal effect; % is set by controls: 0 for no effect and ±100 for the full control effect
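Eya2 protein (added as 0.2 uM solution) was preincubated with compound for 10 min at ambient temperature in 50 mM HEPES pH 7.5, 50 mM NaCl, 5 uM MgCl2, 0.05% BSA, 1 mM DTT. OMFP (added at 50 uM) then reacted 10 min; fluorescence read at 485/525 nm.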
ASM inhibitor = Inhibitors of Secretory Acid Sphingomyelinase (S-ASM): qHTS. Sphingomyelin phosphodiesterase (Homo sapiens), P17405. placental ASM, HMU-PC fluorogenic substrate, 60 min. Potency, µM (titrated, usually from 57.5 µM), without a hit: at the highest dose activity change, negative = inhibition, actives largely listed as inhibitors. 340,000 compounds, 0.006% hits. AID 504937, 2011; note: potency is the fitted concentration of half-maximal effect
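Human placenta-derived ASM enzyme was preincubated with compound for 10 minutes at room temperature, then given fluorogenic substrate HMU-PC0 (9 uM final) for 60 minutes at 37 °C; a pH 10 stop preceded fluorescence reading at Ex 386/Em 447 nm.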
Menin-MLL TR inh = qHTS Assay for Inhibitors Targeting the Menin-MLL Interaction in MLL Related Leukemias: Competition With Texas Red Labeled MLL-derived Mutant Peptide; O00255; 270,000 compounds, 0.23% hits; Potency, µM (doses to about 61.6 µM), for inactives: at the highest dose FP activity change, negative = inhibition, most hits filed as inhibitors; Menin + Texas Red MLL mutant peptide, fluorescence polarization; active = well fitted inhibition curve with a large enough effect in the polarisation, with a control signal flat, not every such curve was filed as active; inconclusive = small, poorly fitted or top-dose-only effect, or effect the other way, or a change in a side signal; inactive = no such curve, though single readings can be large or run the other way; the % refers to the polarisation; note: potency is the fitted concentration of half-maximal effect; % of control where 0% means no effect; many of its hits are not listed in these tables
Target sequence (O00255 whole entry, looked up): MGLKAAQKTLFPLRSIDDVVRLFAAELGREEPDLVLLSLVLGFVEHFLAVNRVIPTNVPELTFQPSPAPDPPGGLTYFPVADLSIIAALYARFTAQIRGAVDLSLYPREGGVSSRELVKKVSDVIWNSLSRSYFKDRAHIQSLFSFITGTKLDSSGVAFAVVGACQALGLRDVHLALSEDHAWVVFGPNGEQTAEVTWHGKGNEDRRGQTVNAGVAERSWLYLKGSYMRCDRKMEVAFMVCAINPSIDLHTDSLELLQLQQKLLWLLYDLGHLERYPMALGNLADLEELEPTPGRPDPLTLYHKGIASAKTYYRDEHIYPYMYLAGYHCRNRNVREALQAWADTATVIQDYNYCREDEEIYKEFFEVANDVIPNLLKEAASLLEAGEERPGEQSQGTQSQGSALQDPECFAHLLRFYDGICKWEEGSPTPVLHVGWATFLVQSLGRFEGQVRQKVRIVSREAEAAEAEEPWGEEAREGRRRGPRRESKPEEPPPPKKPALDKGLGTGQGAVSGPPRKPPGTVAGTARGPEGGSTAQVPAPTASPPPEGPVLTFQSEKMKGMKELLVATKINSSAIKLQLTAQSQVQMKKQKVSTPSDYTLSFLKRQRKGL
Mito fusion act = qHTS Assay for Small Molecule Inhibitors of Mitochondrial Division or Activators of Mitochondrial Fusion; S. cerevisiae fusion-defective mutant growth rescue, CellTiterGlo 48 h; Potency, µM (top dose mostly 46.1 µM), for the others: at the highest dose growth rescue (activation), usual class: activators; 320,000 compounds, 0.23% hits; AID 485298, 2010;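 note: potency is the fitted concentration of half-maximal effect; % of control where 0% means no effect; nearly all actives have a fitted effect of over 45% in size; temperature-sensitive fusion mutants such as fzo1-1 at 37 °C on non-fermentable ethanol glycerol medium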
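Yeast fusion mutant, YPEG (non-fermentable carbon), compound, 48 h at 37C non-permissive; CellTiterGlo added, 10 min RT, luminescence read. Rescued growth = division inhibition.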
GALK inhibitor = qHTS Assay for Inhibitors of Human Galactokinase (GALK); P51570; Potency, µM (doses to about 57.5 µM), without a hit: at the top dose activity change, negative = inhibition, hits mostly inhibitors; 270,000 compounds, 0.007% hits; Purified GALK, Kinase-Glo residual ATP luminescence; note: potency is the fitted concentration of half-maximal effect; % is set by controls: 0 for no effect and ±100 for the full control effect
Target sequence (P51570 whole entry, looked up): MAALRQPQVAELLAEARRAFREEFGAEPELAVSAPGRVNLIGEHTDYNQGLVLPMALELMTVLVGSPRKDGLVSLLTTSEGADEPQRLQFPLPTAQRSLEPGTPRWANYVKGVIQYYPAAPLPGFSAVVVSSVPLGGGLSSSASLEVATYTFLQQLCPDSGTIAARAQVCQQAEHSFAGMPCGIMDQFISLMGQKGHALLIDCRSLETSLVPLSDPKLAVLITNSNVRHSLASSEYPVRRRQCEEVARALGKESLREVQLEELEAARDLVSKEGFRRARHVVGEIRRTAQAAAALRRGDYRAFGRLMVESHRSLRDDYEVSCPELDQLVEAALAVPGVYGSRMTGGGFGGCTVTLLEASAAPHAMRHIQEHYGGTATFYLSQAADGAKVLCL
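Galactose (100 uM) and ATP (35 uM) were turned over by 5 nM GALK for 1 h at RT. Kinase-Glo Plus then converted the remaining ATP into a luminescent signal.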
TSHR antagonist = Antagonists of the Thyroid Stimulating Hormone Receptor: HTS campaign; Thyrotropin receptor (Homo sapiens), P16473; TSHR-expressing cells, TSH-stimulated cAMP HTRF, 2 h; active compounds read low; activity change, negative = inhibition, % at 11.5 µM; 330,000 compounds, 0.2% hits; AID 504810, 2011;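 active = activity change below a set negative limit, meaning inhibition stronger than a set level, cut at about -70% in these data; inconclusive = activity change between two set negative limits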; note: % is set by controls: 0 for no effect and ±100 for the full control effect
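TSHR-expressing cells were treated with compounds, then stimulated with TSH at EC80 (4nM final) for 2 hours at 37 deg C. Cellular cAMP was measured by HTRF competition between lysate cAMP and cAMP-d2 for a cryptate-labelled anti-cAMP antibody.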
Starred values were filed as active, the others as inactive. Unless noted, calls come from the whole dose curve; as a rule, active = well fitted curve in the direction sought with a large enough effect; inconclusive = small, poorly fitted or top-dose-only effect, or another doubt; inactive = no such curve, though single readings can be large; an effect the other way counts as inactive or inconclusive. This is a subset. The share of hits here may be higher or lower than overall.

What do the screens show for `CC(=O)NCC(=O)N(C)C(C(=O)Nc1ccc2c(c1)OCCO2)c1ccccc1` (stereo unspecified)?
USP2a inh: -0.5%; hERG WT inh: -3.5; MBNL1-CUG inh: 2.9%; BCR signal inh: -10.1%; PKM2 activator: 6.6%; Eya2 phos inh: -4.2%; ASM inhibitor: -0.8%; Menin-MLL TR inh: -1.9%; Mito fusion act: 0.5%; GALK inhibitor: -1.5%; TSHR antagonist: -1.8

Results for O=C(CNS(=O)(=O)c1ccc([N+](=O)[O-])cc1)N/N=C\c1ccc(O)cc1 ?
USP2a inh: 0.8%; hERG WT inh: 3.8; MBNL1-CUG inh: inconclusive; BCR signal inh: 1.5%; Eya2 phos inh: -9.3%; ASM inhibitor: -2.4%; Menin-MLL TR inh: inconclusive; Mito fusion act: 15.9%; TSHR antagonist: 1.8

What do the screens show for `CN1CCCN(C(=O)/C=C/c2ccc(F)cc2)CC1`?
USP2a inh: 1.8%; hERG WT inh: 2.2; MBNL1-CUG inh: -5.7%; BCR signal inh: 0.1%; PKM2 activator: -7.8%; Eya2 phos inh: 3.9%; ASM inhibitor: 5.6%; Menin-MLL TR inh: 18.4%; Mito fusion act: -6.0%; GALK inhibitor: 0.7%; TSHR antagonist: 10.5

What do the screens show for `O=C(c1ccc([N+](=O)[O-])cc1)N1CCN(c2ncc(Br)cn2)CC1`?
USP2a inh: 0.3%; hERG WT inh: 2.5; MBNL1-CUG inh: 10.2%; BCR signal inh: 0.6%; Eya2 phos inh: 8.2%; ASM inhibitor: -0.7%; Menin-MLL TR inh: -16.8%; Mito fusion act: -5.6%; TSHR antagonist: 6.5

How did COc1cc(C2Nc3cc(Cl)c(S(N)(=O)=O)cc3S(=O)(=O)N2)cc(OC)c1OC (stereo unspecified) do in these assays?
USP2a inh: 1.0%; hERG WT inh: -4.3; MBNL1-CUG inh: 7.7%; BCR signal inh: inconclusive; PKM2 activator: -0.1%; Eya2 phos inh: -10.1%; ASM inhibitor: -1.4%; Menin-MLL TR inh: -5.4%; Mito fusion act: 6.0%; GALK inhibitor: 4.7%; TSHR antagonist: 4.5

What do the screens show for `O=C(Cc1ccccc1)Nc1cccc(C(=O)O)c1O`?
USP2a inh: 0.5%; hERG WT inh: 2.1; MBNL1-CUG inh: -5.2%; BCR signal inh: -12.5%; PKM2 activator: 1.5%; Eya2 phos inh: 2.7%; ASM inhibitor: 8.0%; Menin-MLL TR inh: 0.0%; Mito fusion act: -7.2%; GALK inhibitor: -0.3%; TSHR antagonist: -3.0

Results for CCc1c(C)nn(C(=O)/C(C#N)=C\N(C)C)c1C ?
USP2a inh: 2.6%; hERG WT inh: -1.7; MBNL1-CUG inh: -3.1%; BCR signal inh: -1.3%; PKM2 activator: -6.9%; Eya2 phos inh: -1.7%; ASM inhibitor: 1.6%; Menin-MLL TR inh: 12.4%; Mito fusion act: 0.8%; GALK inhibitor: 14.4%; TSHR antagonist: -7.0

How did Cc1nc(C)c(C(=O)N2CCCC(C(=O)c3ccc4ccccc4c3)C2)s1 (stereo unspecified) do in these assays?
USP2a inh: -0.6%; hERG WT inh: -18.8; MBNL1-CUG inh: 13.9%; BCR signal inh: inconclusive; PKM2 activator: 8.0%; Eya2 phos inh: 0.4%; ASM inhibitor: -3.2%; Menin-MLL TR inh: -0.8%; Mito fusion act: 1.0%; GALK inhibitor: -3.3%; TSHR antagonist: -18.9

What do the screens show for `O=C(C1CCN(c2ncnc3c2nc2n3CCCCC2)CC1)N1CCCCC1`?
USP2a inh: 2.8%; hERG WT inh: 1.2; MBNL1-CUG inh: -3.5%; BCR signal inh: 1.7%; Eya2 phos inh: -1.2%; ASM inhibitor: -4.2%; Mito fusion act: -0.3%; GALK inhibitor: -6.7%; TSHR antagonist: 7.3

Results for CN(C)C1(CNC(=O)Nc2ccccc2)CCCCC1 ?
USP2a inh: -0.4%; hERG WT inh: 1.5; MBNL1-CUG inh: -6.4%; BCR signal inh: inconclusive; PKM2 activator: -4.9%; Eya2 phos inh: 16.9%; ASM inhibitor: 0.0%; Menin-MLL TR inh: 3.3%; Mito fusion act: -8.3%; GALK inhibitor: 3.7%; TSHR antagonist: 9.5

How did CCOCCc1nnc(NC(=O)c2cc(OC)c(OC)c(OC)c2)s1 do in these assays?
USP2a inh: -0.1%; hERG WT inh: -19.4; MBNL1-CUG inh: 7.7%; BCR signal inh: inconclusive; PKM2 activator: inconclusive; Eya2 phos inh: 1.1%; ASM inhibitor: 2.2%; Menin-MLL TR inh: -28.6%; Mito fusion act: -5.8%; GALK inhibitor: -3.1%; TSHR antagonist: -0.2

Results for Cc1c(NC(=O)Cc2ccccc2)cccc1C(=O)NN1C(=O)c2ccccc2C1=O ?
USP2a inh: 9.1%; hERG WT inh: 2.5; MBNL1-CUG inh: 2.7%; BCR signal inh: -17.5%; PKM2 activator: 1.7%; Eya2 phos inh: -17.9%; ASM inhibitor: 0.0%; Menin-MLL TR inh: 1.9%; Mito fusion act: -3.5%; GALK inhibitor: -0.8%; TSHR antagonist: -7.0

What do the screens show for `O=C(Cn1cccc1C(=O)c1ccccc1)NCc1cccnc1`?
USP2a inh: -0.3%; hERG WT inh: 16.0; MBNL1-CUG inh: -4.6%; BCR signal inh: -19.0%; PKM2 activator: 2.7%; Eya2 phos inh: 8.2%; ASM inhibitor: -3.4%; Menin-MLL TR inh: 11.3%; Mito fusion act: 0.2%; GALK inhibitor: -1.6%; TSHR antagonist: -4.6

Results for Cc1cc(NS(=O)(=O)c2ccc(Cl)cc2)nn1CC(=O)NCc1ccco1 ?
USP2a inh: 0.5%; hERG WT inh: -2.3; MBNL1-CUG inh: -6.0%; BCR signal inh: 9.5%; PKM2 activator: -21.3%; Eya2 phos inh: -8.7%; ASM inhibitor: -1.0%; Menin-MLL TR inh: -8.9%; Mito fusion act: 4.8%; GALK inhibitor: 2.4%; TSHR antagonist: 23.4

How did CN(CC(=O)OCC(=O)NCc1ccccc1)S(=O)(=O)c1ccc(F)cc1 do in these assays?
USP2a inh: 1.6%; hERG WT inh: 15.7; BCR signal inh: -2.1%; Eya2 phos inh: 7.6%; ASM inhibitor: 3.8%; Mito fusion act: -0.2%; TSHR antagonist: -5.2

How did CCOC(=O)C1CCCN(CC(=O)Nc2cc(C)cc(C)c2)C1 (stereo unspecified) do in these assays?
USP2a inh: -1.8%; hERG WT inh: -26.2; MBNL1-CUG inh: 0.5%; BCR signal inh: 6.2%; Eya2 phos inh: 1.9%; ASM inhibitor: -3.1%; Menin-MLL TR inh: -16.6%; Mito fusion act: 1.1%; GALK inhibitor: 0.3%; TSHR antagonist: -7.5

What do the screens show for `COC(=O)c1c(-c2ccccc2)csc1NC(=O)C1CC=CCC1C(=O)O` (stereo unspecified)?
USP2a inh: 1.0%; hERG WT inh: -4.6; MBNL1-CUG inh: -1.2%; BCR signal inh: 11.8%; PKM2 activator: inconclusive; Eya2 phos inh: 3.4%; ASM inhibitor: -1.2%; Menin-MLL TR inh: 12.0%; Mito fusion act: -4.6%; GALK inhibitor: -2.8%; TSHR antagonist: -8.9

How did O=C1CCCC(c2ccccc2)N1 (stereo unspecified) do in these assays?
USP2a inh: 3.1%; hERG WT inh: -4.8; MBNL1-CUG inh: -0.8%; BCR signal inh: 0.7%; PKM2 activator: -3.5%; Eya2 phos inh: 2.2%; ASM inhibitor: -0.6%; Menin-MLL TR inh: 0.4%; Mito fusion act: -0.7%; TSHR antagonist: 1.4
